TDP1 cell CPT: qHTS for Inhibitors of human tyrosyl-DNA phosphodiesterase 1 (TDP1): qHTS in cells in presence of CPT. chicken DT40 Tdp1-/-;hTDP1 cells + 20 nM CPT, ATP luminescence, 48 h. Potency, µM (titrated, usually from 46.2 µM), for the others: at the highest dose activity change, negative = growth inhibition, most hits filed as inhibitors. 420,000 tested, 12% active; active = well fitted inhibition curve with a large enough effect; inconclusive = small, poorly fitted or top-dose-only effect; note: nearly all actives have a fitted effect of over 55% in size
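Cell growth measured by CellTiter-Glo luminescence after a minimum 48 h, 37 C compound exposure with 20 nM CPT in Tdp1-knockout DT40 cells stably expressing hTDP1, seeded 400/well; qHTS titration format.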
* = called active by the depositor; ? = inconclusive; [ ] = remark or other dose. % is set by controls: 0 for no effect and ±100 for the full control effect; potency is the fitted concentration of half-maximal effect. A portion of the library (hit frequency here may not be typical).

smiles | TDP1 cell CPT
Cc1cccc(C)c1-n1nnnc1C(c1ccnc2ccccc12)N(CCN(C)C)Cc1ccccc1 (centres undefined) | ?
O=C(N[C@@H]1CC[C@@H](CCNC(=O)C2CCOCC2)O[C@@H]1CO)c1ccncc1 | -1%
COc1ccccc1N1CCN(c2ccc3c(c2)S(=O)(=O)c2cccc(C(=O)NCc4cccc(F)c4)c2C3=O)CC1 | ?
COc1ccc(S(=O)(=O)N2CCCC(c3cc(C(=O)NCc4cccnc4)no3)C2)cc1 (centres undefined) | 23µM*
CCS(=O)(=O)N1Cc2cc(C(=O)NCC3CC3)nc(-c3cccc(-c4cccnc4)c3)c2[C@@H]1CCO | ?
O=C(COc1ccc(Cl)cc1Cl)NC1CC1 | ?
CC1=C(C(=O)N2CCOCC2)CC(CC(=O)NCCc2ccccn2)C(=O)N1Cc1ccccc1 (centres undefined) | -2%
O=C(Nc1ccc(C(O)c2ccccc2)cc1)[C@H]1C[C@H](O)[C@@H](CO)O1 (some centres undefined) | -2%
C[C@@H]1CN([C@H](C)CO)C(=O)CCCn2nncc2CO[C@@H]1CN(C)S(=O)(=O)c1ccc(C#N)cc1 | 3%
Cc1cnc(-n2ncc(C(=O)NCc3ccncc3)c2C2CC2)nc1-c1cccs1 | ?
OC[C@@H]1CN(Cc2ccco2)C[C@H](n2cnc3c(NC4CCCC4)ncnc32)O1 | 7%
CCOC(=O)[C@]12CCCC=C1N(Cc1cccc3ccccc13)C(=O)[C@H](CC(=O)NCc1ccc(OC)c(OC)c1)C2 | ?
Cc1c(C(=O)NCc2cccc([N+](=O)[O-])c2)sc(=O)n1Cc1ccc(F)cc1 | 16µM*
CC(=O)OC[C@@H]1CN(Cc2ccccc2)C[C@H](n2cnc3c(NCc4ccco4)ncnc32)O1 | ?
CC(=O)Nc1cccc(Nc2ccc(C#N)cc2)c1 | -39%
CC1=C(C(=O)N2CCCCCC2)CC(CC(=O)NC2CCCC2)C(=O)N1CCC1=CCCCC1 (centres undefined) | ?
CC(=O)Nc1cc(-c2ccc(C(=O)N3CCOCC3)cc2)cn2c(-c3ccc(F)c(Cl)c3)cnc12 | 23µM*
Cc1ccc(CN2C(=O)c3ccccc3C2c2nnnn2-c2ccc3c(c2)OCCO3)cc1 (centres undefined) | ?
O=C(NCc1ccc(C(F)(F)F)cc1)c1cccc2c(-c3cccnc3)coc12 | ?
Cc1c(C(=O)NCC(C)(C)N2CCOCC2)cnn1-c1nccc(-c2cccs2)n1 | 21%
CCN1CCN(c2ccc(S(=O)(=O)N3CCOCC3)cc2NC(=O)c2cc(F)c(F)c(F)c2F)CC1 | ?
O=C(c1ccc(CS(=O)Cc2ccc(Cl)cc2)o1)N1CCN(C2CCCCC2)CC1 (centres undefined) | -7%
Cc1ccc(Nc2nc(N)nc(N)c2N=O)cc1C | ?
O=C(Nc1c(-c2ccccc2)[nH][nH]c1=O)c1cccs1 | 1%
COc1cc(CC(=O)N2CCN(S(=O)(=O)c3ccc(C(C)C)cc3)CC2)cc(OC)c1OC | 21µM*

2 entries from above, field by field:
CC(=O)Nc1cc(-c2ccc(C(=O)N3CCOCC3)cc2)cn2c(-c3ccc(F)c(Cl)c3)cnc12
  TDP1 cell CPT: 23µM*
Cc1ccc(CN2C(=O)c3ccccc3C2c2nnnn2-c2ccc3c(c2)OCCO3)cc1 (centres undefined)
  TDP1 cell CPT: ?

Other entries follow:
smiles | TDP1 cell CPT
OC(c1ccccc1)c1ncc(-c2cccc(F)c2)[nH]1 (centres undefined) | -5%
COc1ccc(C(=O)N[C@H](C(=O)Nc2cccc(S(=O)(=O)N3CCOCC3)c2)C(C)C)cc1 | -28%
CC(C)C[C@@H](CN1CCCC1CN1C(=S)NC[C@@H]1Cc1ccccc1)N1C[C@H](Cc2ccccc2)N(CC2CCCCCC2)C1=S (some centres undefined) | 10µM*
C[C@@H]1C(=O)CC2C(C)(C)CCC[C@]2(C)[C@@]1(O)CCc1ccoc1 (some centres undefined) | -14%[9.04 µM]
Cc1ccc(CNc2ncnc3sc(C(=O)N4CCC(N5CCCC(O)C5)CC4)c(C)c23)o1 (centres undefined) | 2%[9.04 µM]
Cc1cc(C)cc(-n2nnc3ccccc3c2=O)c1 | -22%
CCC(CC)C(=O)N(C)c1c(C)nc2c(OCC=C(C)C)cccn12 | 13µM*
COCCNC(=O)c1cc2c(c(-c3cccc(C#Cc4ccc(OC)c(OC)c4)c3)n1)[C@@H](CCO)N(S(=O)C(C)(C)C)C2 (some centres undefined) | ?
COc1ccc(OC(=O)N(C)C[C@@H]2OCc3cn(nn3)CCCC(=O)N([C@@H](C)CO)C[C@H]2C)cc1 | 2%
CC1CN=C(NS(=O)(=O)c2ccccc2)N1 (centres undefined) | 9%
C=CCN(CC=C)Cc1cc(=O)oc2cc(C)c(Cl)cc12 | ?
CCN(Cc1cnn(C)c1)C(=O)c1ccc2nc(Cc3ccccc3F)oc2c1 | ?
O=C(CC[C@H]1O[C@@H](n2cnc3c(NC(=O)c4ccccc4)ncnc32)[C@H](O)[C@@H]1O)NCCCN1CCCC1=O | 8%
CCc1nc2c(OCc3ccc(F)c(F)c3)cccn2c1N(C)C(=O)CC(C)C | ?
COc1ccccc1C1CN(Cc2cccc3c2OCO3)Cc2ccccc2O1 (centres undefined) | -124%[9.04 µM]
CC(=O)c1cccc(-c2ccnc3c2CC(C(=O)NCC2CCOCC2)O3)c1 (centres undefined) | 3.7µM*
Cc1cccc(C)c1-n1nnnc1C(c1ccnc2ccccc12)N1CCCC1 (centres undefined) | ?
CC1C(=O)N(Cc2cn(CC3CCCCC3)nn2)CCS(=O)(=O)N1Cc1ccc(-c2ccc(Cl)cc2)cc1 (centres undefined) | 16µM*
C(=C\c1ccccc1)/CN1CCN(C(c2cccc3ccccc23)c2nnnn2C2CCCC2)CC1 (centres undefined) | 21µM*
COc1ccc(Cc2c(-c3ccc(F)cc3)nc3cc(C)c(Br)c(C)n23)c(C)c1 | ?
O=C1c2ccccc2CCC12OC2c1ccc([N+](=O)[O-])cc1 (centres undefined) | ?
COc1cc(C=NNC(=O)C(=O)Nc2cccc(Cl)c2)cc(OC)c1O | -4%
O=C1C=CC(O)C2(CO)OC12 (centres undefined) | 16µM*
O=C(COC(=O)c1ccc(OC(F)F)cc1)NCC1CCCO1 (centres undefined) | -1%
COc1ccc([C@H]2C[C@@H](O)[C@H](n3cc(COC(=O)c4ccccc4)nn3)CN2C(=O)c2cccs2)cc1 | ?

6 entries out of the list, arranged by count of non-hydrogen atoms, descending:
smiles | TDP1 cell CPT
COCCNC(=O)c1cc2c(c(-c3cccc(C#Cc4ccc(OC)c(OC)c4)c3)n1)[C@@H](CCO)N(S(=O)C(C)(C)C)C2 (some centres undefined) | ?
CC1C(=O)N(Cc2cn(CC3CCCCC3)nn2)CCS(=O)(=O)N1Cc1ccc(-c2ccc(Cl)cc2)cc1 (centres undefined) | 16µM*
COc1ccc(OC(=O)N(C)C[C@@H]2OCc3cn(nn3)CCCC(=O)N([C@@H](C)CO)C[C@H]2C)cc1 | 2%
O=C(c1ccc(CS(=O)Cc2ccc(Cl)cc2)o1)N1CCN(C2CCCCC2)CC1 (centres undefined) | -7%
CCN(Cc1cnn(C)c1)C(=O)c1ccc2nc(Cc3ccccc3F)oc2c1 | ?
COc1cc(C=NNC(=O)C(=O)Nc2cccc(Cl)c2)cc(OC)c1O | -4%

Further entries.
smiles | TDP1 cell CPT
Cc1cccc(C(=O)NCc2nc(-c3cccc(NC(=O)c4ccoc4C)c3)oc2C)n1 | 2%[9.04 µM]
COc1cc(=O)n2c(c1C(=O)N(C)Cc1nccs1)CCN(Cc1cc(C)cc(C)c1)CC2 | ?
Cc1noc(C)c1S(=O)(=O)N(C)C[C@H]1OCCCC[C@@H](C)Oc2ccc(NS(=O)(=O)c3cn(C)cn3)cc2C(=O)N([C@H](C)CO)C[C@@H]1C | -2%
CO[C@@]1(NC(=O)CSC[C@@H](N)C(=O)O)C(=O)N2C(C(=O)O)=C(CSc3nnnn3C)CS[C@@H]21 | -2%
CCOC(=O)C1(C)CCCN(C(=O)c2cccnc2)C1 (centres undefined) | -16%
CC(=O)Nc1cc(-c2ccc(C(=O)NC3CC3)cc2)cn2c(-c3cccc(C(F)(F)F)c3)cnc12 | ?
CC(NC(=O)c1ccc2nc(Cc3cccc(Cl)c3)oc2c1)c1ccncn1 (centres undefined) | -18%
CNC(=O)C1Cc2c(-c3cccc(F)c3)ccnc2O1 (centres undefined) | -11%
COC(=O)c1cccc(CN2C(=O)C(C)Sc3ccc(C(C)=O)cc32)c1 (centres undefined) | ?
C[C@@H]1CN([C@H](C)CO)C(=O)CCCn2nncc2CO[C@@H]1CN(C)C(=O)c1ccncc1 | -14%
COCc1c(C(=O)N2CCN(c3ccccc3)CC2)cnn1-c1nccc(-c2ccco2)n1 | 29%[9.04 µM]
O=C(NCCOc1ccccc1)C1CCN(C(=O)Nc2ccccc2)CC1 | -19%
CC1CN(S(=O)(=O)c2cccc(C(=O)N(C)C3CCCCC3)c2)CC(C)O1 (centres undefined) | 18µM*
CC1(C)CC(=O)C=C(c2n[nH]nc2-c2ccccc2)C1 | -7%
CCN(CC)C(=O)C1=C(C)N(CCCN2CCCC2=O)C(=O)C(CC(=O)NCCCCc2ccccc2)C1 (centres undefined) | -11%
C=CCn1c(SCC(=O)Nc2ccc(Br)cc2)nc(O)cc1=O | -11%
Cc1ccc(S(=O)(=O)N2C[C@H]3C(=O)C[C@@H](c4ccccc4)N(S(=O)(=O)c4ccc(C)cc4)[C@H]3C[C@H]2c2cccs2)cc1 | -2%
O=C(CCc1c[nH]c2ccccc12)N1CCN(S(=O)(=O)c2ccc([N+](=O)[O-])cc2)CC1 | ?
COc1cc2c(N3CCN(C(=O)Nc4ccc(OC(C)C)cc4)CC3)ncnc2cc1OCCCN1CCCCC1 | ?
CCOC(=O)C1=CCN(S(=O)(=O)c2ccccc2F)C1c1ccc(C)cc1 (centres undefined) | -8%
CC(C)(CNC(=O)c1cnn(-c2ncc3c(n2)-c2ccccc2CCC3)c1C1CC1)N1CCOCC1 | -2%[9.04 µM]
CN(Cc1ccccc1)C(CNS(=O)(=O)c1ccccc1)c1ccccc1 (centres undefined) | ?
CCOc1ccc(C2CC=C(C(C)=O)CN2S(=O)(=O)c2ccc(C)cc2)cc1 (centres undefined) | 23µM*
CCc1nc2c(OCc3cccc(Cl)c3)cccn2c1N(C)C(=O)c1ccc(OC)cc1 | ?
CCC(C)CNC(=O)c1[nH]c(C(F)(F)F)nc1-c1ccccc1 (centres undefined) | -6%
Cc1ccc([C@H]2C[C@H](O)[C@@H](n3cc(COC(=O)c4ccccc4)nn3)CN2C(=O)c2cccs2)cc1 | ?
O=C(c1cnsn1)N1CCOc2ccc(CN3CCOCC3)cc2C1 | 12%[9.04 µM]
CCNC(=O)C1(C)CCN(C(=O)c2ccccc2C(F)(F)F)C1 (centres undefined) | -17%
COCOCCn1cc(CN2CCS(=O)(=O)N(Cc3ccc(-c4ccc(Cl)cc4)cc3)C(C)C2=O)nn1 (centres undefined) | 23µM*
C[C@H]1COc2cc(N(C)CCO)ccc2S(=O)(=O)N1 | -1%
O=[N+]([O-])c1ccc(NS(=O)(=O)c2ccc(Cl)c(Cl)c2)cc1 | 9.2µM*
Cc1noc(C)c1S(=O)(=O)NC(=O)C1(C)CCN1C(=O)CC(c1ccccc1)c1ccccc1 (centres undefined) | 9.2µM*
OC[C@@H]1CN(Cc2cccs2)C[C@H](n2cnc3c(N4CCN(c5ccccc5)CC4)ncnc32)O1 | 23µM*
Cn1cc(-c2coc3c(C(=O)NCc4ccco4)cccc23)cn1 | ?
O=C(NCc1ccccc1)c1cc(C2COCCN2C(=O)OCCF)on1 (centres undefined) | 1%
Cc1c(Cl)cccc1N1C(=O)CC(Sc2ccccc2N)C1=O (centres undefined) | ?
COc1ccc(S(=O)(=O)N(C)C[C@@H]2OCc3cnnn3CCCC(=O)N([C@@H](C)CO)C[C@H]2C)cc1 | 0%
CCN(C)C1CN(Cc2cn(Cc3cc(C)cc(C)c3)nn2)S(=O)(=O)C1 (centres undefined) | -1%
COc1ccc(Cl)cc1Cn1c(C)c(C(=O)NCc2cccc(Cl)c2)sc1=O | 15µM*
Cc1c(C(=O)NC(C)(C)C)sc2ncnc(NCCN(C)C)c12 | 17%[9.04 µM]
COc1ccc(CNC(=O)[C@@H](Cc2ccccc2)NC(=O)CC[C@H]2O[C@@H](n3ccc(=O)[nH]c3=O)[C@H](O)[C@@H]2O)cc1 | -9%
CC(NC(=O)C1CCOCC1)c1nnc2n1CCN(Cc1ccc3ccccc3c1)CC2 (centres undefined) | 15%[9.04 µM]
Cc1ccc(C(NC(=O)C2CCN(CCOc3ccc(Cl)cc3Cl)CC2)c2ccccn2)cc1 (centres undefined) | 26µM*
CCN(CC)C(=O)C1=C(C)N(Cc2ccc(C(C)(C)C)cc2)C(=O)C(CC(=O)NCC2CCCCC2)C1 (centres undefined) | 13µM*
CCCCN(C)C(=O)c1ccc(Nc2nc(C(N)Cc3ccc(C(F)(F)F)cc3)cs2)nc1 (centres undefined) | 8.2µM*
Cc1nc(Cn2c3ccc(NC(=S)NC4CCCCC4)cc3c(=O)n2C)cs1 | ?
COC(=O)c1ccc(CC2(C)C(=O)Nc3ccc(OC(F)(F)F)cc32)o1 (centres undefined) | -14%
OC[C@@H]1CN(Cc2ccccc2)C[C@H](n2cnc3c(NCc4ccco4)ncnc32)O1 | -18%
CN(C(=O)CSc1nnc(C(F)(F)F)n1C)c1c(N)n(Cc2ccccc2)c(=O)[nH]c1=O | -4%
